High-throughput results as filed in PubChem.
Cneo AK release: Cryptococcus neoformans lysis via adenylate kinase release | C. neoformans lysis, adenylate kinase release luminescence, 4 h; normalised: neutral wells 0, clomiphene wells 100 | lysis activity, % at 15 µM | 360,000 tested, 0.2% active;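 active means mean lysis activity across replicates of at least 80%, whatever share of replicates individually reach that level; inactive means mean lysis activity below 80%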
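Test system: log-phase Cryptococcus neoformans yeast cells; Quantity: yeast cell density of 5 × 10^6 cells/mL; Buffer or medium: YPD; Doses: single compound concentration per well; Timing: 4 h at 37 °C static, read 1 h later; Measured by: AK luminescence; Read-out basis: lysis from increased AK signal; Control set: Clomiphene as positive control.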
miR122 inh: blocks miR-122 activity in Huh7 sensor cells. Huh7 miR-122 Renilla luciferase sensor, 48 h; neutral wells = 0, positive control = 100. activation (reporter increase), % at 12.5 µM. 340,000 tested, 0.3% active. AID 602342;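 active means mean replicate activation score at least 90 and every replicate individually at or above 90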;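 further: higher luciferase means less miR-122 activity so hits act as miR-122 inhibitors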
CFTR F508del cor: CFTR F508del correction in bronchial cells. CFBE cells, YFP halide quenching; stimulated with forskolin plus potentiator P3; % fluorescence drop versus neutral controls. activity (quench increase), % at 7.58 µM. 350,000 tested, 0.36% active;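 active means mean added fluorescence quench of at least 8% versus neutral control, with both replicates also reaching 8%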;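 further: cells transiently co-express mutant CFTR-F508del with the halide-sensitive YFP; corrector assay measuring rescue of mutant channel to the surface after 24 h compound exposure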
FN deposit inh: fibronectin deposition inhibition. 350,000 tested, 0.086% active. AH1F fibroblasts, Alexa488-fibronectin deposition fluorescence, overnight. AID 743247. inhibition, % at 12.6 µM;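 active means mean inhibition across replicates of 30% or more, regardless of how many single replicates reach that level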;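 further: positive control wells lacked labelled fibronectin entirely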
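material = AH1F fibroblast monolayer depositing Alexa488-labelled fibronectin into matrix | amount = 10000 AH1F cells/well | buffer or medium = DMEM plus 2% serum, read in PBS | incubation = 1 h cell adhesion before compound, then overnight fibronectin incubation | detection = fluorescence at 485 nm excitation, 525 nm emission | evaluation = percent inhibition as loss of matrix-bound fibronectin fluorescence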
INS-1E GSIS act: GLuc luminescence reporter in INS-1E cells, primary screen for activators of glucose-dependent secretion of insulin. INS-1E GLuc reporter insulin secretion, 2-3 h. activation, % at 16.6 µM. 370,000 tested, 0.61% active. AID 743287;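 active means lowest replicate activation of at least 40%, so every replicate reaches that level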;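 further: 0% = median of neutral control wells and 100% = median of IBMX positive control wells; some compounds called inactive have numbers as strong as hits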
PGC1a acetyl inh: modulators of PGC1a acetylation; U2OS PGC1a acetylation, AlphaScreen anti-acetyl-lysine; with virally co-expressed GCN5 acetyltransferase; 350,000 tested, 0.17% active; inhibition, % at 15.6 µM;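 active means every replicate shows inhibition of at least 40%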;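 further: 0% = neutral control wells and 100% = positive control wells; some results beyond the cut were filed as inactive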
Statin myotox sup: suppressors of simvastatin-induced myotoxicity in C2C12 myotubes; rescue of ATP level, % at 7.49 µM; ATP luminescence, 48 h; scaled: DMSO 0, geranylgeraniol control 100; AID 602340; 330,000 tested, 0.78% active;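 active means mean ATP rescue above about 67%, or every replicate alone reaching that limit, limit read from the data, passing the limit was not always enough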;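 further: myotubes were challenged with 10 µM simvastatin during compound exposure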
PglD DTNB: inhibitors of Campylobacter jejuni PglD acetyltransferase; purified PglD enzyme, DTNB colorimetric CoA detection; inhibition, % at 12.5 µM; 360,000 tested, 0.098% active; AID 602405; in the data active means inhibition above about 16%, passing the limit was not always enough; further: strong numbers were not always called active
Active calls of the source: *; / = not tested or not shown; & = joins results of further samples; [ ] = dose if it differs, or a comment.

SMILES | Cneo AK release | miR122 inh | CFTR F508del cor | FN deposit inh | INS-1E GSIS act | PGC1a acetyl inh | Statin myotox sup | PglD DTNB
COc1cccc(S(=O)(=O)N(C)C[C@H]2Oc3ncc(C#CC(C)C)cc3C(=O)N([C@H](C)CO)C[C@@H]2C)c1 | 1 | -11[16.7 µM] | / | -21 | -13 | -3 | 9 | 30
CCc1[nH]nc2c1C(c1ccc(Br)s1)C(C#N)=C(N)O2 (stereo not drawn) | 0 | -5 | / | / | / | 7 | / | -2
COc1ccc(NC(=O)c2cn3c(nc4ccccc43)c(C#N)c2C)cc1 | -2 | -3 | 0.3 | -1 | -6 | 2 | / | 12
Cc1cccc2cc(C#N)c(NCc3ccccc3)nc12 | 1 | / | -1.2 | 5 | 23 | / | / | 2
Clc1ccccc1/C=C/c1nc(-c2ccccn2)no1 | 2 | -2 | -0.7 | 15 | -8 | 6 | / | -2
COc1cccc(NC(=O)N[C@@H]2CC[C@H](CC(=O)Nc3ccc(-c4ccccc4)cc3)O[C@H]2CO)c1 | 0 | -9[16.7 µM] | -0.4 | -9 | -18 | -3 | 7 | -2
COc1cc(NC(=O)COC(=O)C=C(C)C)c(C)cc1[N+](=O)[O-] | 0 | 0 | -2.1 | 12 | / | 5 | 4 | 0
O=C(COC(=O)C1CCN(S(=O)(=O)c2cccs2)CC1)Nc1ccc(F)cc1F | -3 | -9 | 0.6 | 1 | 9 | -1 | 3 | -4
CCn1c(CNc2ccc(C(=O)O)cc2)nc2ccccc21 | -2 | / | -1.3 | / | -3 | 1 | -13 | -2
CN1C[C@H]2[C@@H](c3ccccc31)[C@@H](CO)N2Cc1ccccc1F | 57 | -17[16.7 µM] | -3.2 | / | 2 | 38 | 25 | 6
COc1ccccc1C(=O)NC(=O)COC(=O)Cc1n[nH]c(=O)c2ccccc12 | 0 | -3 | -3.0 | / | 9 | -3 | -7 | -5
CC(=O)NC12CC3CC(C1)CC(C(=O)Nc1nc4ccc(F)cc4s1)(C3)C2 | -2 | 25 | -1.0 | 7 | -13 | 2 | -9 | -2

One compound at a time (already shown). Screens in order: Cneo AK release | miR122 inh | CFTR F508del cor | FN deposit inh | INS-1E GSIS act | PGC1a acetyl inh | Statin myotox sup | PglD DTNB
`COc1ccc(NC(=O)c2cn3c(nc4ccccc43)c(C#N)c2C)cc1` across the screens: -2 | -3 | 0.3 | -1 | -6 | 2 | / | 12
`Clc1ccccc1/C=C/c1nc(-c2ccccn2)no1` across the screens: 2 | -2 | -0.7 | 15 | -8 | 6 | / | -2

Next part.
SMILES | Cneo AK release | miR122 inh | CFTR F508del cor | FN deposit inh | INS-1E GSIS act | PGC1a acetyl inh | Statin myotox sup | PglD DTNB
C[C@@H]1CN([C@@H](C)CO)C(=O)c2cc(Br)cnc2O[C@@H]1CN(C)Cc1ccncc1 | -2 | 12[16.7 µM] | 2.4 | -15 | 24 | 3 | 5 | -1
CC(C)NC(=O)Nc1ccc2c(c1)C(=O)N([C@@H](C)CO)C[C@@H](C)[C@@H](CN(C)S(=O)(=O)c1cccs1)OCCCC[C@@H](C)O2 | 1 | 17[16.7 µM] | 1.6 | 2 | -16 | 0 | / | -2
N#C/C(=C/c1cn[nH]c1-c1cccc(Br)c1)C(=O)O | -1 | 1 | 5.0 | 4 | -40 | 3 | 7 | -3
CCN(CC)S(=O)(=O)c1cccc(C(=O)NC(Cc2c[nH]c3ccccc23)c2nnc3n2CCCCC3)c1 (stereo not drawn) | -6 | -4 | / | -9 | -35 | 1 | 22 | 1
CCOc1ccc(CCN2C(=O)C(=O)N([C@@H](CC(C)C)CN3CCC[C@@H]3CN3C(=O)C(=O)NC[C@@H]3Cc3ccccc3)C[C@@H]2CC(C)C)cc1 | -3 | / | -2.0 | -7 | -26 | / | 4 | -2
O=c1cc(O)c(-c2ccc(Cl)cc2)c(Cl)[nH]1 | / | -2 | -1.8 | -2 | 35 | 2 | 1 | /
O=C(Nc1cc(F)ccc1F)N[C@@H]1CC[C@H](CCn2cc(C3CCCCC3)nn2)O[C@@H]1CO | 1 | / | -0.3 | -13 | -16 | -2 | -1 | 0
CCN(CC)CCn1c2ccccc2c2nc3ccc([N+](=O)[O-])cc3cc21 | 2 | -22 | 4.3 | -5 | -5 | -7 | / | -6
CCc1ccc(NC(=O)Cn2nnc(C(=O)NCCc3ccc(OC)c(OC)c3)c2N)cc1 | 0 | -3 | 2.1 | 5 | 6 | -9 | 4 | 1
CCCc1cc(=O)n2[nH]c(NCc3ccccc3Cl)nc2n1 | -1 | 0 | / | -6 | / | -2 | -1 | -7
O=C(NC1CCS(=O)(=O)C1)c1ccc(N2CCCCC2)c([N+](=O)[O-])c1 (stereo not drawn) | 0 | -2 | -1.1 | / | -9 | / | -39 | -4
O=C(Nc1ccc(-c2nc3ccccc3o2)cc1)c1ccc2c(c1)OCO2 | -1 | -8 | -3.8 | / | 9 | -1 | 0 | -5
O=C(CSc1ncn[nH]1)NCCc1ccccc1 | -1 | -8 | / | -8 | / | -4 | 22 | -2
C[C@H](CO)N1C[C@H](C)[C@H](CN(C)Cc2ccccc2)Oc2c(NC(=O)Nc3ccc(C(F)(F)F)cc3)cccc2C1=O | -5 | 59[16.7 µM] | -0.1 | / | -9 | -12 | 28 | 5
Cc1ccc(N2CC(C(=O)N3CCCc4ccccc43)CC2=O)cc1 (stereo not drawn) | -1 | -5 | -2.0 | / | / | -9 | 1 | -3
Nc1c(C(=O)NCC2CCCO2)sc(=S)n1-c1ccccc1 (stereo not drawn) | 0 | 5 | / | / | / | 9 | 12 | 4
O=C(O)Cc1ccc2ccc3ccccc3c2c1 | 2 | 0 | -4.4 | 4 | / | 0 | -10 | 5
CC1CCN(S(=O)(=O)N2CCC(C(=O)N3CCC(N(C)CC4CCCO4)CC3)CC2)CC1 (stereo not drawn) | 0 | -1 | -3.5 | -2 | 10 | -4 | -9 | 2
Cn1c(COc2ccccc2)nnc1SCC(=O)Nc1nnc(C2CC2)s1 | -2 | 11 | 1.7 | 2 | 10 | 9 | 11 | 2
CCOc1cccc(-c2c(C(=O)N/N=C(\C)c3ccccn3)nnn2-c2nonc2N)c1 | -1 | -16 | 5.2 | 5 | 1 | 14 | 13 | -2
Cc1cc(C(=O)Nc2c(C)n(C)n(-c3ccccc3)c2=O)on1 | -3 | -3 | 1.0 | 8 | -6 | 6 | -4 | /
Cc1nn(-c2ccccc2)c2c1c(C)c(CCC(=O)NCC1CCCO1)c(=O)n2C (stereo not drawn) | / | -3 | 1.5 | 6 | 11 | 9 | -13 | /
O=C(C[C@@H]1C=C[C@H](NC(=O)Nc2cccc(F)c2)[C@H](CO)O1)NCC1CCCCC1 | 3 | / | 0.7 | -9 | -11 | 7 | -18 | -4
Cc1nc(NCC2CC2)c2nnn(Cc3ccccc3)c2n1 | / | / | -1.8 | -1 | 2 | -16 | / | /
CCCc1cc(C(N)=O)c(NC(C)=O)s1 | 0 | 10 | / | 8 | 15 | -3 | -23 | 11
COc1ccc(/C=N/NC(=O)c2cccc(NC(=O)c3ccc(F)cc3)c2)c(C(=O)O)c1OC | 0 | -3 | / | -16 | -15 | -4 | 1 | 2
COc1cccc(NC(=O)Nc2ccc3c(c2)OC[C@H](C)NC[C@H](C)[C@@H](OC)CN(C)C3=O)c1 | / | / | -1.0 | 7 | -11 | 9 | / | /
CCc1nnc(N/N=C/c2ccc(O)c(OC)c2)n1N | -6 | -1 | 0.8 | 1 | -4 | 9 | 0 | 2
CCOC(=O)C1CCN(c2c(NCc3ccc(C(=O)Nc4ccc(C)cc4)cc3)c(=O)c2=O)CC1 | 5 | 0 | -3.7 | 0 | 3 | 0 | 3 | 1
Cc1cc(/C=C2\SC(=O)N(C)C2=O)c(C)n1-c1ccc(S(N)(=O)=O)cc1 | 4 | 7 | 3.5 | 3 | -5 | -13 | 6 | -6
Cc1cccc(C)c1NC(=O)C1(N(C(=O)c2ccccn2)c2ccc(O)cc2)CCCCC1 | / | 4 | -0.5 | -1 | -17 | 5 | / | /
Cc1oc(-c2ccc(Cl)cc2)[n+]([O-])c1C | 7 | -3 | / | -6 | / | 2 | 76* | -7
C[C@H]1CN([C@@H](C)CO)C(=O)c2cc(C3=CCCC3)cnc2O[C@@H]1CN(C)C(=O)c1ccncc1 | 0&57&56 | 2 | -0.8&-0.5&-2.1 | -7&-3 | 7&-1 | -2&-18&-12 | -4&3&5 | -4&2&-2
CCCNC(=O)N1[C@@H](C#N)[C@@H](c2ccc(C3=CCCCC3)cc2)[C@@H]1CO | 46 | / | 1.3 | -7 | 4 | -6 | -26 | -4
COCC1CCCN(C(=O)c2cc(COc3ccc(C(C)=O)cc3)on2)C1 (stereo not drawn) | 1 | -1 | -0.8 | -1 | 0 | 5 | -5 | 2
COc1ccc2ccccc2c1/C=N/n1cnnc1 | 0 | -2 | -1.0 | 8 | 21 | -4 | 3 | -3
Nn1c(SCC(=O)NCCC2=CCCCC2)nnc1C(F)(F)F | / | 12 | 2.3 | / | -12 | 3 | / | /
COc1ccc(C(=O)Nc2ccc(-c3n[nH]c(=S)o3)cc2)cc1OC | 0 | / | 3.7 | -2 | / | / | 12 | 3
O=C1CC(C(=O)Nc2ccc(Cl)cc2)S/C(=N\N=C\c2ccco2)N1 (stereo not drawn) | -3 | -4 | -0.8 | 0 | 3 | -14 | / | -1
CC1(C)C=Cc2c(ccc3c2OC[C@@H](c2ccc(O)cc2O)C3)O1 | 2 | -2 | -0.1 | / | / | 2 | -2 | -11
CCOc1ccc(NC(=S)N2CCN(S(=O)(=O)c3ccc(OC)cc3)CC2)cc1 | 1 | 11 | -0.9 | 6 | -41 | -23 | -4 | -6
CCc1ccc(NC(=O)CSCCN2C(=O)c3ccccc3C2=O)cc1 | / | -2 | -1.2 | -1 | -1 | 0 | 1 | /
O=C(/C=C/c1ccccc1)Nn1cnc2ccccc2c1=O | / | -7 | / | -3 | 18 | 1 | 2 | /
CCC(CC)C(=O)Nc1cccc(C(=O)NCCc2ccc(S(N)(=O)=O)cc2)c1 | -1 | -1 | / | -11 | -2 | / | 24 | 4
CC(c1ccco1)N(C(=O)c1cccc(Br)c1)c1ccccn1 (stereo not drawn) | 1 | / | 0.8 | -4 | 5 | / | -1 | -3
CN1CCN(C(=O)C[C@@H]2C[C@@H]3c4cc(NC(=O)Nc5ccccc5F)ccc4O[C@@H]3[C@@H](CO)O2)CC1 | 70 | 5[16.7 µM] | 1.1 | 0 | 6 | 0 | 0 | 2
COc1ccc(/C(C)=N/Nc2ccc(F)cc2F)c(O)c1 | 1 | -1 | -0.7 | 2 | -1 | / | 3 | -1
Cc1ccc(S(=O)(=O)Nc2ccc3c(c2)C(=O)N([C@H](C)CO)C[C@@H](C)[C@H](CN(C)Cc2ccc(C(F)(F)F)cc2)OCCCC[C@H](C)O3)cc1 | 55 | -25[16.7 µM] | -0.2 | -10 | -11 | 8 | / | 2
Cc1ccc(S(=O)(=O)N(C)C[C@H]2OCCCC[C@H](C)Oc3ccc(NC(=O)CCCN(C)C)cc3C(=O)N([C@@H](C)CO)C[C@H]2C)cc1 | -1 | 2[16.7 µM] | -5.9 | 5 | 16 | 2 | / | 4
Cc1nc2ccccc2nc1OCc1cccc(Cl)c1 | -8 | 0 | / | 3 | 33 | -3 | / | -3
